# Assay outcomes: PubChem, Sanford-Burnham Center for Chemical Genomics
# EBI2 antag = blocks human EBI2 receptor beta-arrestin signaling. AID 651636. P32249. 0.81% of 360,000 active. EBI2 beta-arrestin recruitment, luminescence, 7a,25-OHC stimulated. inhibition, % at 5 µM; in the data active = inhibition above about 38%;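 also: enzyme fragment complementation signal reports receptor beta-arrestin coupling in cells; 0% = agonist plus DMSO wells and 100% = wells without agonist; some results beyond the cut were filed as inactive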
# Target sequence (P32249 whole entry, looked up, the tested form may be a part): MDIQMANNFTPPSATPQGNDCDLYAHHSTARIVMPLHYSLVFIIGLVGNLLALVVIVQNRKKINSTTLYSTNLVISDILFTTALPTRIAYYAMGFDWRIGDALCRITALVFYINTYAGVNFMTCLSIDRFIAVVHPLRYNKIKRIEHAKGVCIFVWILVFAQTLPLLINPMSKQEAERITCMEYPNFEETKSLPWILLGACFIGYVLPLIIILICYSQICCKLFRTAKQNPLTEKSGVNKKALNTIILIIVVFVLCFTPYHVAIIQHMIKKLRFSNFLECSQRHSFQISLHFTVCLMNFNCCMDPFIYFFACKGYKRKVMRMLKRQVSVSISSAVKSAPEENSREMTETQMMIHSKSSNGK
# Gli-Sufu antag = Gli-Sufu pathway antagonism; Sufu-KO-LIGHT fibroblasts, Gli luciferase reporter luminescence; inhibition, % at 5 µM; 0.74% of 340,000 active;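 active = inhibition above about 55%, limit read from the data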;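 also: 0% = DMSO-treated cells and 100% = wells with medium but no cells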
# NR3A LBD binder = modulators (binders) of human NR3A ligand-binding domain; NR3A LBD differential scanning fluorimetry, Tm shift; 0% = protein alone, 100% = glycine-bound protein; Tm shift relative to glycine control, % at 25 µM; 2.5% of 340,000 active;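 active = melting temperature shift of at least 10% of the positive control shift, at one fixed dose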
# MPTP inh = blocks calcium-induced mitochondrial swelling. isolated mouse mitochondria, Ca2+ swelling absorbance, 30 min. inhibition, % at 10 µM. 1.4% of 360,000 active. AID 602449;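 active = inhibition of 50% or more, scaled per plate between neutral and stimulator controls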;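 also: 0% = DMSO wells given calcium and 100% = 1 mM EGTA wells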
# CCR6 antagonist = CCR6 (human) receptor antagonism; AID 493098; P51684; inhibition, % at 20 µM; 0.49% of 340,000 active; CHO-K1 CCR6 PathHunter beta-arrestin, luminescence, CCL20-stimulated;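 active = compounds whose inhibition of the agonist-driven luminescence signal at 20 µM reaches about 50%, limit read from the data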;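 also: cells stimulated with CCL20 at 14 nM final; plate controls were DMSO with CCL20 for no effect and DMSO without agonist for full effect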
# APOBEC3G inh = APOBEC3G (human) deaminase inhibition | recombinant A3G, ssDNA deamination FAM/TAMRA fluorescence | 0.28% of 330,000 active | inhibition, % at 20 µM;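 active = inhibition of at least 40% at 20 µM, with no more than 30% in the related APOBEC3A deaminase screen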;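 also: plate controls were DMSO wells with A3G for no effect and wells lacking A3G enzyme for full effect; some compounds called inactive have numbers as strong as hits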
# CXCR6 block = CXCR6 (human) receptor inhibition; O00574; CHO-K1 PathHunter CXCR6 beta-arrestin, luminescence; inhibition, % at 20 µM; 0.36% of 360,000 active; AID 602244; in the data active = inhibition above about 34%, passing the limit was not always enough;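 also: antagonist mode with CXCL16 agonist at 10 nM final; 0% = 10 nM CXCL16 with DMSO and 100% = unstimulated wells without agonist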
# Target sequence (O00574 whole entry, looked up): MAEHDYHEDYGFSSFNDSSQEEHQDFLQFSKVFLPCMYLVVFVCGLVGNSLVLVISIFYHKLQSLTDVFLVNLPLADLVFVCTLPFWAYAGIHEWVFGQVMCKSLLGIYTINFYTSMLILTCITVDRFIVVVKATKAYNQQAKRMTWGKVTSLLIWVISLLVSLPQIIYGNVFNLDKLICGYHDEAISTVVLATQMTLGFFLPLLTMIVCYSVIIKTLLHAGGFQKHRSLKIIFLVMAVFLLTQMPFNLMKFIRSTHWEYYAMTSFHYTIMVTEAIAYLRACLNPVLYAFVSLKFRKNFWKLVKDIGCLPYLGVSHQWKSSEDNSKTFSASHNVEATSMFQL
# A3A deaminase = human APOBEC3A DNA deaminase inhibition; P31941; inhibition, % at 20 µM; recombinant A3A, FAM/TAMRA ssDNA deamination fluorescence; 0.41% of 330,000 active;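 active = at least 40% inhibition at 20 µM here, with at most 30% in a related deaminase screen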;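 also: plate controls were A3A with DMSO for no effect and wells lacking A3A enzyme for full effect; some results filed as inactive read as strong as hits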
# Target sequence (P31941 whole entry, looked up): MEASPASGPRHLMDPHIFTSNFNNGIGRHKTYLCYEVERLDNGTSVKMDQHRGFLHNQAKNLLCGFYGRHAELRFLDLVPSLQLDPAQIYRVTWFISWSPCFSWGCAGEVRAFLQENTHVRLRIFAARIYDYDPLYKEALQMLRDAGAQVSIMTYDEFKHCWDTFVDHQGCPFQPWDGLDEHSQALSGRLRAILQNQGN
# * = called active by the depositor; / = no result given; & = joins results of further samples.
SMILES,EBI2 antag,Gli-Sufu antag,NR3A LBD binder,MPTP inh,CCR6 antagonist,APOBEC3G inh,CXCR6 block,A3A deaminase
Cc1cc2nc(CCl)cc(=O)n2[nH]1,6,3,-2,-0.5,5,-7,-7,-6
CCc1nc2ccc(C(=O)N(CC)CC(=O)Nc3c(F)cccc3F)cc2nc1CC,0,-18,0,0.0,13,-2,-11,5
Cc1ccc(CNC(=O)CCc2ccc(S(=O)(=O)NCC(C)C)cc2)cc1,33,-10,-2,1.2,12,-7,10,-8
CC[n+]1ccc(/C=C/c2ccc(N(C)C)cc2)c2ccccc21,8,87*,-3,119*,49,/,37,/
COCC(=O)N/N=C\c1ccccc1OC/C=C/c1ccccc1,-7,-70,-1,-0.3,3,1,-15,0
Cc1ccccc1NC(=O)c1ccc(NC(=O)C2CCCO2)cc1 (centres undefined),-7,15,-2,0.1,-1,-8,-9,-5
N#Cc1c(NC(=O)Cn2c(=O)oc3ccccc32)oc(-c2ccccc2)c1-c1ccccc1,6,7,11*,95*,15,-4,5,-3
Cc1noc(C)c1C(=O)OCC(=O)c1ccc[nH]1,-7,-1,0,-2.0,14,-3,-5,0
CN1C(CC(=O)c2ccccc2)CCCC1CC(O)c1ccccc1 (centres undefined),1,-6,0,-1.1,16,-9,4,-5
O=C(O)c1cc(NCc2c(F)cccc2Cl)ccc1N1CCOCC1,-6,42,-1,-0.8,7,-4,-4,-3
CCOC(=O)/C(=N\Nc1ccccc1Cl)N(C)C1CCS(=O)(=O)C1 (centres undefined),1,1,-2,-1.0,13,-7,-7,-4
COc1ccc(S(=O)(=O)N2CCOCC2)cc1NC(=O)COC(=O)c1ccc([N+](=O)[O-])s1,-13,-23,0,-1.1,-2,-5,-6,-3
CC1(C)CC(=O)C=C(Nc2cccc(O)c2)C1,-2,7,-1,0.9,15,-5,-8,-1
CCOC(=O)C1(Cc2cccc(OC)c2)CCCN(C(=O)CNC(C)=O)C1 (centres undefined),0,-2,-4,0.1,12,-5,0,-5
N#CC1(c2ccccc2)CCCN1C(=O)c1ccccc1Br (centres undefined),-3,-19,-3,3.5,17,-3,11,1
O=C(Cc1ccc(Cl)cc1)Nc1ccccn1,-1,0,0,0.1,8,4,0,2
CN(C)c1ccc(C2NCCS2)cc1 (centres undefined),-2,1,1,5.8,-13,-6,10,1
Cc1ccc(C(OC(=O)c2ccco2)C(=O)NCc2cccs2)cc1 (centres undefined),1,-13,-3,-0.1,-5,-5,-3,-1
COc1ccc(OCC(N)=O)cc1,11,-5,-1,-2.4,1,-4,-2,-4
O=C(COC(=O)COc1ccc2ccccc2c1)NCC(F)(F)F,-5,14,0,-1.8,-5,-4,-9,1
Cc1ccn(Cc2n[nH]c(=S)n2Cc2ccccc2)n1,-15,4,0,0.1,-8,24,-3,-7
CSc1ccc(S(=O)(=O)NCC(=O)OCC(=O)N2CC(C)CC(C)C2)cc1[N+](=O)[O-] (centres undefined),-8,-10,0,-0.1,1,-3,-3,9
Cc1cccn2c(=O)c3cc(C(=O)NC4CCCCC4)c(=N)n(CCN4CCOCC4)c3nc12,11,-1,-1,-0.8,17,-3,14,2
COc1cc(Cl)ccc1OCc1cc(C(=O)N2C[C@@H]3CCC[C@H]2C3)no1,-3,-61,0,1.0,12,-3,3,0
Cc1nnc(N2C(=O)C(=O)/C(=C(/O)c3ccc4c(c3)OCCO4)C2c2ccc(F)cc2)s1 (centres undefined),-1,-13,0,0.6,14,-8,11,-8

# Among those listed so far, these have a nitro group on carbon:
SMILES,EBI2 antag,Gli-Sufu antag,NR3A LBD binder,MPTP inh,CCR6 antagonist,APOBEC3G inh,CXCR6 block,A3A deaminase
COc1ccc(S(=O)(=O)N2CCOCC2)cc1NC(=O)COC(=O)c1ccc([N+](=O)[O-])s1,-13,-23,0,-1.1,-2,-5,-6,-3
CSc1ccc(S(=O)(=O)NCC(=O)OCC(=O)N2CC(C)CC(C)C2)cc1[N+](=O)[O-] (centres undefined),-8,-10,0,-0.1,1,-3,-3,9

# Part of the list above, reformatted.
# The line under a structure holds: EBI2 antag | Gli-Sufu antag | NR3A LBD binder | MPTP inh | CCR6 antagonist | APOBEC3G inh | CXCR6 block | A3A deaminase
O=C(Cc1ccc(Cl)cc1)Nc1ccccn1
 : -1 | 0 | 0 | 0.1 | 8 | 4 | 0 | 2
CN(C)c1ccc(C2NCCS2)cc1 (centres undefined)
 : -2 | 1 | 1 | 5.8 | -13 | -6 | 10 | 1

# The listing continues.
SMILES,EBI2 antag,Gli-Sufu antag,NR3A LBD binder,MPTP inh,CCR6 antagonist,APOBEC3G inh,CXCR6 block,A3A deaminase
CC(C)Oc1ccccc1C1Nc2ccccc2C(=O)N1c1ccc2c(c1)OCCO2 (centres undefined),-18,-3,-3,0.8,16,-6,5,-1
CC(=O)c1ccccc1NS(=O)(=O)c1cccc2nsnc12,-15,2,1,0.1,13,8,0,41*
C=CCNc1sc(C(=O)c2cccs2)c(N)c1C#N,1,0,-1,1.9,11,0,18,0
Cc1nnc(SCc2c(Cl)cccc2[N+](=O)[O-])s1,-9,14,0,-2.1,14,-3,13,-5
COc1ccc(C(C)=O)cc1COC(=O)c1cccnc1Cl,-8,-11,-1,0.4,12,-8,1,-3
C=CCSc1nc2nc(C)cc(C)n2n1,-5,-1,1,0.3,7,-4,-4,-3
CSc1nc2ccc(NC(=O)c3ccc(=O)n(C)n3)cc2s1,-7,-17,0,1.9,-5,-5,5,2
CC1=CC(C)(C)N(S(=O)(=O)c2ccc(F)cc2)c2ccccc21,33,4,0,2.1,1,-2,26,7
COc1cccc(NC(=O)Cn2nnc(-c3ccccc3N)n2)c1,-4,-3,-5,1.5,-16,0,-6,0
NC(=O)Cn1c(=O)n(CCC(=O)Nc2ccc(F)cc2)c(=O)c2sccc21,-3,-6,-1,-2.4,-2,-6,1,-3
c1coc(C2=NCCc3ccccc32)c1,0,-15,2,-0.6,6,-6,8,2
CN(C)c1nc(N)nc(CSc2nnnn2-c2ccc(F)cc2)n1,1,0,1,1.5,-2,-6,-3,-8
CCOc1ccc(-c2nc(N)nc(C)c2-c2ccc(OC)c(OC)c2)c(O)c1,32,0,-1,0.4,2,0,12,3
Cc1ccc(N(CC(=O)Nc2ccc3c(c2)OCCO3)S(C)(=O)=O)cc1,-3,-12,0,-1.3,-22,0,-9,2
Clc1ccc(-c2ccc(-c3nn4c(-c5ccco5)nnc4s3)o2)cc1,-58,3,0,0.4,-18,2,0,16
CCN(C(=O)Cn1cnc2c1c(=O)n(C)c(=O)n2C)C1CCCCC1,-3,2,0,0.1,3,-7,-4,-1
O=C(NCCN1CCOCC1)c1ccc2c(c1)N(Cc1c(F)cccc1Cl)C(=O)c1ccccc1S2,-10,6,-2,-1.0,5,-5,1,1
CN(CC(=O)Nc1ccccc1Cl)C(=O)COC(=O)c1nc(Cl)c(Cl)c(Cl)c1Cl,-9,-1,1,0.8,-8,18,17,8
CCNC(=O)COC(=O)COc1ccc(Cl)cc1C,-14,0,-1,-0.6,-10,-6,-10,-4
CCn1c(SCC(=O)Nc2nnc(C)s2)nnc1-c1ccco1,-10,2,-1,-2.9,-9,-3,1,3
CCc1cc(S(N)(=O)=O)cc(CC)c1NC(C)=O,5,-1,2,1.7,10,0,5,2
COCCN1C(=O)N[C@@H](CCc2ccccc2)[C@H](C(C)=O)[C@H]1C,5,9,-2,-1.0,7,2,-4,1
CCCn1nnnc1NCc1ccc(F)cc1,5,-8,-2,2.6,3,0,-2,0
CCC(Oc1ccc2c(=O)c(-c3ccccc3OC)coc2c1)C(=O)OCc1ccccc1 (centres undefined),25,-8,0,8.0,15,/,-5,/
O=C(O)c1ccc(S(=O)(=O)N2CCCc3ccccc32)cc1,3,5,2,-0.2,8,-8,-5,-6
SMILES,EBI2 antag,Gli-Sufu antag,NR3A LBD binder,MPTP inh,CCR6 antagonist,APOBEC3G inh,CXCR6 block,A3A deaminase
COC(=O)NC1CCC(NC(=O)OC)CC1 (centres undefined),4,2,-3,-0.4,-3,-6,-4,-3
Cc1oc2c(C)c(O)ccc2c(=O)c1-c1ccc2ccccc2n1,3,-4,1,-3.3,-6,-8,2,-3
CCn1c(Oc2ccccc2)nc2c1c(=O)n(C)c(=O)n2C,6,20,0,-0.1,15,-2,2,-4
Cc1cc(C)[n+]2n1C(=O)C(c1ccccc1)=C2[O-],3&-6,-19&-9,1&8,-3.0&0.2,20&14,-1&-5,4&10,-2&-6
COC(=O)c1ccc(C)c(NC(=O)Cc2coc3cc(OC)ccc23)c1,3,-4,-31,-0.2,17,-3,-4,-2
CSc1nnc(-c2cc[n+](C)cc2)n1CCO,-2,-7,-3,-1.0,2,26,7,29
Cc1[nH]nc2ncc(C(=O)c3cc(F)ccc3O)cc12,6,7,1,2.0,5,-6,4,-1
CC(C)Cc1nnc(NC(=O)CCC(=O)N2CCN(Cc3ccccc3)CC2)s1,-3,17,0,-1.3,9,0,0,1
O=C(COC(=O)c1ccc(Cl)nc1)Nc1ccc(Cl)cc1,-4,3,1,-0.2,10,-4,-11,0
O=c1c2ccccc2nc(CSc2nnnn2-c2ccccc2)n1-c1cccc(C(F)(F)F)c1,0,2,-5,2.4,18,-5,8,-5
CCC(OC(=O)c1cc2sccc2n1C)C(=O)NCc1ccco1 (centres undefined),0,-7,1,0.9,11,-8,3,-6
COCc1nnc(NC(=O)CSc2ccccc2)s1,-12,8,-1,0.0,-6,-6,-1,-2
Cc1cccc(NC(=O)c2cc(NC(=O)c3ccco3)ccc2Cl)n1,3,-16,-1,4.1,11,-5,-13,-3
O=C(O)c1cc([N+](=O)[O-])ccc1NCCc1ccccc1,0,4,1,4.2,17,-9,21,0
CCC(C(=O)NC1CCCCCC1)c1ccccc1 (centres undefined),-9,3,-1,1.0,8,-11,-7,0
N#Cc1c(/N=C/c2cccnc2)sc2c1CCCC2,3,3,0,1.1,12,-9,9,-3
NC(=O)c1ccc(NCCc2ccccc2)c([N+](=O)[O-])c1,10,-4,0,-1.8,11,-8,8,-1
COc1cccc(Oc2c(C)oc3c(CN4CCCC4)c(O)ccc3c2=O)c1,-7,-38,0,-1.7,5,-4,-6,-2
COc1cc(OC)cc(C(=O)N2CCC(C(=O)c3ccc(F)cc3)CC2)c1,6,-15,1,-0.5,-5,-8,-1,-4
COc1ccc(-n2c(SC(CN3CCCCC3)CN3CCCC3=O)nc3ccccc3c2=O)cc1 (centres undefined),16,6,2,-1.0,9,0,10,-1

# Laid out differently: results already given
SMILES | EBI2 antag | Gli-Sufu antag | NR3A LBD binder | MPTP inh | CCR6 antagonist | APOBEC3G inh | CXCR6 block | A3A deaminase
CC1=CC(C)(C)N(S(=O)(=O)c2ccc(F)cc2)c2ccccc21 | 33 | 4 | 0 | 2.1 | 1 | -2 | 26 | 7
CSc1ccc(S(=O)(=O)NCC(=O)OCC(=O)N2CC(C)CC(C)C2)cc1[N+](=O)[O-] (centres undefined) | -8 | -10 | 0 | -0.1 | 1 | -3 | -3 | 9
CCc1nc2ccc(C(=O)N(CC)CC(=O)Nc3c(F)cccc3F)cc2nc1CC | 0 | -18 | 0 | 0.0 | 13 | -2 | -11 | 5
